RGS4 pot = RGS4 potentiators or activators, primary screen, cell-based, HEK293 M3R inducible RGS4, calcium flux. B-score at 10 µM. AID 463111, 2010. carbachol calcium flux Fluo4; active compounds read low. hit rate 0.92% among 310,000;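 active means B-score of the integrated calcium signal more than 4 SD below the library mean, with starting fluorescence not abnormally high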;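 further: negative B-score means reduced calcium response which marks RGS4 activation or potentiation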
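Reagent: ECmax carbachol challenge; Test system: M3R-expressing HEK293 line, RGS4 induced by doxycycline; Schedule: overnight RGS4 induction, 30 min dye load 37 °C, 20 min compound RT; Detection: calcium dye Fluo4 fluorescence; Read-out: Agonist-evoked peak-minus-minimum fluorescence over baseline, integrated ratio, B score.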
MrgX1 allo act = positive allosteric modulators of MrgX1, primary screen, HEK293 cells, Fluo-4 calcium flux; Mas-related G-protein coupled receptor member X1 (Homo sapiens), Q96LB2; FDSS; active compounds read high; B-score at 10 µM; hit rate 0.63% among 310,000; AID 588675, 2011;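 active means plate-corrected calcium response at least 3 library SD above typical, normal starting fluorescence, not activating the receptor alone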;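 further: compound read alongside a low EC10 to EC30 dose of BAM8-22 agonist; peak minus trough fluorescence over baseline measured at the second addition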
HIF activator = HIF pathway transcriptional activators, primary screen, cell-based, U2OS HRE-luciferase, luminescence; U2OS HRE-luciferase reporter; normalized: DMSO 0%, desferrioxamine 100%; activation, % at 7.5 µM (by protocol); hit rate 0.32% among 300,000; AID 1910, 2009;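 active means mean activation of at least 10% of the iron chelator positive control signal, with at least half of replicates also reaching 10%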
TRPC6 inhibitor = mouse TRPC6 channel inhibitors, primary screen, cell-based, HEK293, membrane potential dye. B-score at 10 µM. hit rate 1.1% among 310,000. ACh-evoked depolarization; active compounds read low. AID 2553, 2010. Short transient receptor potential channel 6 (Mus musculus), Q61143;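 active means B-score under library mean minus 3 SD, initial fluorescence not abnormally high, positive integrated signal ratio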;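 further: B-score derived from integrated fluorescence ratio over the kinetic read; more negative B-score means stronger inhibition of depolarization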
MrgX1 ag = agonists of human MrgX1 receptor, primary screen, HEK293 cells, Fluo-4 calcium flux | Mas-related G-protein coupled receptor member X1 (Homo sapiens), Q96LB2 | Fluo-4 calcium fluorescence, agonist mode; active compounds read high | B-score at 10 µM | hit rate 0.44% among 310,000;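 active means calcium response B-score plate-corrected fluorescence ratio at least 3 library SD, with starting fluorescence B-score inside 5 SD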
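Assay system: stable human MrgX1 HEK293 cell line. Quantity: 15,000 cells per well. Schedule: cells plated overnight, dye loaded 0.5 h 37 °C, 0.5 h room temperature. Detection: Fluo-4 NW calcium-flux fluorescence, kinetic read. Read-out basis: peak-minus-minimum fluorescence over baseline, converted to B scores. Control set: positive and negative control wells on each plate.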
TRPC4 inh = inhibitors of mouse TRPC4 channel, primary screen, Fluo4 calcium, HEK293 TRPC4beta/mu-opioid cells; DAMGO-evoked Fluo4 calcium flux; active compounds read low; B-score at 10 µM; hit rate 0.39% among 300,000; AID 2247, 2010;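 active means B-score over 3 SD under the library average, no early fluorescence shift, positive overall ratio signal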
Target sequence (Q9QUQ5 whole entry, looked up): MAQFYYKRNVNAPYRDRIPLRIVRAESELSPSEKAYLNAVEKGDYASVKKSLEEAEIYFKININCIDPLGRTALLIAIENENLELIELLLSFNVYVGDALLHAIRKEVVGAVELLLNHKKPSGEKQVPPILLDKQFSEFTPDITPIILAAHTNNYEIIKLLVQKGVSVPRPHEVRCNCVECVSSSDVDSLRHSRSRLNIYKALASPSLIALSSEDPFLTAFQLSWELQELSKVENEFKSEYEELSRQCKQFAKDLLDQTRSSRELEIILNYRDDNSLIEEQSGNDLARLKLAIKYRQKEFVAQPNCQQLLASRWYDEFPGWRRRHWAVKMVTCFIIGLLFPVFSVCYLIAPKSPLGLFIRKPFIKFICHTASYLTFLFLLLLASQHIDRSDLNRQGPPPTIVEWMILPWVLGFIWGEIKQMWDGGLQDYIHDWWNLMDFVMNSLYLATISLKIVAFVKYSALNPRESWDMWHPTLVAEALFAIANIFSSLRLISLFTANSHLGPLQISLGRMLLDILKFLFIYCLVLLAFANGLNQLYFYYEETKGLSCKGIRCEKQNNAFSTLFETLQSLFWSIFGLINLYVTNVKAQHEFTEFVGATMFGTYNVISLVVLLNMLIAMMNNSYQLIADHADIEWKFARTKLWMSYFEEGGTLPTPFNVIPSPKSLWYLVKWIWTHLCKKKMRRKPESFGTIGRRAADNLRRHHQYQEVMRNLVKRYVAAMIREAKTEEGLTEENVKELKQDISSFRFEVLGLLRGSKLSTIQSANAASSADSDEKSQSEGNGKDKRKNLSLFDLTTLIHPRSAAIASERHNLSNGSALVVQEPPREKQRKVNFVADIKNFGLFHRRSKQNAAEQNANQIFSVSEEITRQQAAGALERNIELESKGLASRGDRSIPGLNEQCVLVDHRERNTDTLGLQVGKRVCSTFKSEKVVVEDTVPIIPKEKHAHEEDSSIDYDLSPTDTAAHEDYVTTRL
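Signal: kinetic Fluo4 fluorescence imaging of calcium influx. Material: stable TRPC4beta/mu-opioid receptor HEK293 cells. Probe or stimulus: DAMGO in two steps, submaximal then maximal.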
SKKanGAS inh = S. pyogenes SKKanGAS growth inhibitors in kanamycin, primary screen, streptokinase expression inhibitor project, SKKanGAS strain, BacTiter-Glo luminescence. hit rate 1.3% among 300,000. 6 h. inhibition, % at 7.5 µM;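 active means mean replicate score, as percent of positive control median, at least 50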;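 further: strain carries kanamycin resistance gene driven by streptokinase promoter and grows in 40 µg/ml kanamycin; loss of luminescence reflects streptokinase promoter inhibition or plain growth inhibition; 0% = median of DMSO wells and 100% = positive control at its reference dose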
RGS4 block = RGS4 inhibitors, primary screen, cell-based, HEK293 M3R inducible RGS4, calcium flux. Regulator of G-protein signaling 4 (Homo sapiens), P49798. Fluo-4 calcium flux; active compounds read high; triggered by carbachol at its EC20. B-score at 10 µM. hit rate 0.45% among 310,000. AID 463165, 2010;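 active means B-score, a plate-corrected calcium signal, over three deviations above library mean, with baseline fluorescence within five deviations of library mean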;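 further: RGS4 expression induced by doxycycline in cells with stable M3 receptor; B-score is computed from the integrated fluorescence ratio over baseline after carbachol; higher B-score means a larger calcium signal and so more RGS4 inhibition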
MrgX1 antag = antagonists of human MrgX1 receptor, primary screen, HEK293 cells, Fluo-4 calcium flux; Mas-related G-protein coupled receptor member X1 (Homo sapiens), Q96LB2; BAM8-22 antagonism; active compounds read low; B-score at 10 µM; hit rate 1.3% among 310,000; AID 588676, 2011;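 active means calcium-response B-score plate-corrected more than 3 library SD below zero, starting fluorescence within 5 deviations, no agonist response on first addition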;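 further: peak minus trough fluorescence over baseline after final BAM8-22 challenge near maximal dose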
Platelet DG rel = inhibitors of platelet dense granule secretion, primary screen, cell-based, MLPCN, human platelets; inhibition, %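 (compounds screened at 7.5 µM in platelet-rich plasma)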; human platelet-rich plasma, SFLLRN dense granule ATP release, luminescence; hit rate 0.22% among 300,000;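 active means mean replicate score, as percent of positive control, at or above 50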
TRPC6 activator = mouse TRPC6 channel activators, primary screen, cell-based, HEK293, membrane potential dye; B-score at 10 µM; Short transient receptor potential channel 6 (Mus musculus), Q61143; hit rate 0.13% among 310,000; AID 2550, 2010; HEK293-TRPC6 membrane potential dye fluorescence; active compounds read high;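 active means B-score of the integrated fluorescence ratio above library mean plus 3 SD, and starting fluorescence ratio within library mean plus 5 SD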;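 further: higher score means more depolarization so channel activation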
Numbers without * were called inactive.

COc1ccc(Cn2nnnc2C(c2ccccc2Cl)N2CCC(C(N)=O)CC2)cc1 (centres undefined) was read as RGS4 pot inactive, MrgX1 allo act inactive, HIF activator -0.4, TRPC6 inhibitor inactive, MrgX1 ag inactive, TRPC4 inh inactive, SKKanGAS inh -9, RGS4 block inactive, MrgX1 antag inactive, Platelet DG rel -6 and TRPC6 activator inactive.
Screening CCCN(c1ccc(C(C)C)cc1)S(=O)(=O)c1c(C)[nH]c(=O)[nH]c1=O returned RGS4 pot inactive, MrgX1 allo act inactive, HIF activator 0.1, TRPC6 inhibitor inactive, MrgX1 ag inactive, TRPC4 inh inactive, SKKanGAS inh -5, RGS4 block inactive, MrgX1 antag inactive, Platelet DG rel -2 and TRPC6 activator inactive.
`CCN(CC(=O)Nc1c(F)cccc1F)C(=O)c1cc(S(=O)(=O)N(CC)CC)ccc1N1CCCCC1` gave RGS4 pot inactive, MrgX1 allo act inactive, HIF activator -0.6, TRPC6 inhibitor inactive, MrgX1 ag inactive, TRPC4 inh inactive, SKKanGAS inh -5, RGS4 block inactive, MrgX1 antag inactive, Platelet DG rel 21 and TRPC6 activator inactive.
`O=C(Oc1cccc2cccnc12)c1ccco1` gave RGS4 pot inactive, MrgX1 allo act inactive, HIF activator 0.4, TRPC6 inhibitor inactive, MrgX1 ag inactive, TRPC4 inh inactive, SKKanGAS inh 35, RGS4 block inactive, MrgX1 antag inactive, Platelet DG rel -3 and TRPC6 activator inactive.
Screening O=C(NCc1cccnc1)C1c2ccccc2C(=O)N1C1CCCCCC1 (centres undefined) returned RGS4 pot inactive, MrgX1 allo act inactive, HIF activator -0.7, TRPC6 inhibitor inactive, MrgX1 ag inactive, TRPC4 inh inactive, SKKanGAS inh 1, RGS4 block inactive, MrgX1 antag inactive, Platelet DG rel -4 and TRPC6 activator inactive.
Screening CCNC(=S)NN(c1ccccc1)c1ccccc1 returned RGS4 pot inactive, MrgX1 allo act inactive, HIF activator -38, TRPC6 inhibitor inactive, MrgX1 ag inactive, TRPC4 inh inactive, SKKanGAS inh 17, RGS4 block inactive, MrgX1 antag inactive, Platelet DG rel -5 and TRPC6 activator inactive.
`Cc1ccc(C(=O)NNC(=O)CCN2C(=O)C3CCCCC3C2=O)cc1` (centres undefined) gave RGS4 pot inactive, MrgX1 allo act inactive, HIF activator 0.0, TRPC6 inhibitor inactive, MrgX1 ag inactive, TRPC4 inh inactive, SKKanGAS inh -4, RGS4 block inactive, MrgX1 antag inactive, Platelet DG rel 6 and TRPC6 activator inactive.
For COc1cccc(C(=O)N2CCC(C(=O)NCc3ccco3)CC2)c1 the results were RGS4 pot inactive, MrgX1 allo act inactive, HIF activator 0.0, TRPC6 inhibitor inactive, MrgX1 ag inactive, TRPC4 inh inactive, SKKanGAS inh -1, RGS4 block inactive, MrgX1 antag inactive, Platelet DG rel -4 and TRPC6 activator inactive.
Screening N=c1scc(-c2ccccc2)n1/N=C/c1ccco1 returned RGS4 pot inactive, MrgX1 allo act inactive, HIF activator 2.2, TRPC6 inhibitor inactive, MrgX1 ag inactive, TRPC4 inh inactive, SKKanGAS inh 18, RGS4 block inactive, MrgX1 antag inactive, Platelet DG rel -2 and TRPC6 activator inactive.
Screening C/C(=N\NC(=S)NCc1ccccc1)c1ccc(Cl)s1 returned RGS4 pot inactive, MrgX1 allo act inactive, HIF activator -0.5, TRPC6 inhibitor inactive, MrgX1 ag inactive, TRPC4 inh inactive, SKKanGAS inh 15, RGS4 block inactive, MrgX1 antag inactive, Platelet DG rel -3 and TRPC6 activator inactive.
`O=[N+]([O-])/C(C(Cl)=C(Cl)Cl)=C1\Nc2ccccc2O1` gave RGS4 pot inactive, MrgX1 allo act inactive, HIF activator -0.4, TRPC6 inhibitor inactive, MrgX1 ag inactive, TRPC4 inh inactive, SKKanGAS inh -1, RGS4 block inactive, MrgX1 antag inactive, Platelet DG rel -1 and TRPC6 activator inactive.
CCn1c(C(C#N)/C(=N\S(=O)(=O)c2cccs2)c2ccccc2)nc2ccccc21 (centres undefined) was read as RGS4 pot inactive, MrgX1 allo act inactive, HIF activator -0.8, TRPC6 inhibitor inactive, MrgX1 ag inactive, TRPC4 inh inactive, SKKanGAS inh 0, RGS4 block inactive, MrgX1 antag inactive, Platelet DG rel 0 and TRPC6 activator inactive.
Screening Cc1cc(SCC#N)nc2ccccc12 returned RGS4 pot inactive, MrgX1 allo act inactive, HIF activator -0.6, TRPC6 inhibitor inactive, MrgX1 ag inactive, TRPC4 inh -6*, SKKanGAS inh 7, RGS4 block inactive, MrgX1 antag inactive, Platelet DG rel 2 and TRPC6 activator inactive.
Screening Cc1ccccc1-c1ccc(=O)n(CC(=O)Nc2ccc(S(=O)(=O)N(C)C)cc2)n1 returned RGS4 pot inactive, MrgX1 allo act inactive, HIF activator -0.3, TRPC6 inhibitor inactive, MrgX1 ag inactive, TRPC4 inh inactive, SKKanGAS inh -12, RGS4 block inactive, MrgX1 antag inactive, Platelet DG rel 1 and TRPC6 activator inactive.
`NC(=O)c1c(NC(=O)C(=O)NCCCN2CCOCC2)sc2c1CCCC2` gave RGS4 pot inactive, MrgX1 allo act inactive, HIF activator 0.2, TRPC6 inhibitor inactive, MrgX1 ag inactive, TRPC4 inh inactive, SKKanGAS inh 2, RGS4 block inactive, MrgX1 antag inactive, Platelet DG rel -4 and TRPC6 activator inactive.
For Cc1cccc(-n2ncc3c(NNC(=O)c4ccco4)ncnc32)c1 the results were RGS4 pot inactive, MrgX1 allo act inactive, HIF activator 2.7, TRPC6 inhibitor inactive, MrgX1 ag inactive, TRPC4 inh inactive, SKKanGAS inh -3, RGS4 block inactive, MrgX1 antag inactive, Platelet DG rel -17 and TRPC6 activator inactive.
For CNC(=O)CCc1ccc(OC)cc1 the results were RGS4 pot inactive, MrgX1 allo act inactive, HIF activator 0.0, TRPC6 inhibitor inactive, MrgX1 ag inactive, TRPC4 inh inactive, SKKanGAS inh 2, RGS4 block inactive, MrgX1 antag inactive, Platelet DG rel -1 and TRPC6 activator inactive.
Cc1cc(Cl)cc(C)c1OCCNCc1ccccc1 was read as RGS4 pot inactive, MrgX1 allo act inactive, HIF activator -0.2, TRPC6 inhibitor inactive, MrgX1 ag inactive, TRPC4 inh inactive, SKKanGAS inh 2, RGS4 block inactive, MrgX1 antag inactive, Platelet DG rel -5 and TRPC6 activator inactive.
CC(=O)c1cc2c(cc1NS(=O)(=O)c1ccc3c(c1)OCCO3)OCO2 was read as RGS4 pot inactive, MrgX1 allo act inactive, HIF activator -0.1, TRPC6 inhibitor inactive, MrgX1 ag inactive, TRPC4 inh inactive, SKKanGAS inh -9, RGS4 block inactive, MrgX1 antag inactive, Platelet DG rel -10 and TRPC6 activator inactive.
`COc1cccc(-c2nc(CS(=O)(=O)CC(=O)NCCc3ccc(C)cc3)c(C)o2)c1` gave RGS4 pot inactive, MrgX1 allo act inactive, HIF activator 0.2, TRPC6 inhibitor inactive, MrgX1 ag inactive, TRPC4 inh inactive, SKKanGAS inh -6, RGS4 block inactive, MrgX1 antag inactive, Platelet DG rel -1 and TRPC6 activator inactive.
NC(=O)C1CCN(CC(=O)NC(=O)NC2CCCC2)CC1 was read as RGS4 pot inactive, MrgX1 allo act inactive, HIF activator -0.1, TRPC6 inhibitor inactive, MrgX1 ag inactive, TRPC4 inh inactive, SKKanGAS inh -2, RGS4 block inactive, MrgX1 antag inactive, Platelet DG rel 2 and TRPC6 activator inactive.
For Cc1oc2c(c1C(=O)NCCCC(=O)O)CCCC2 the results were RGS4 pot inactive, MrgX1 allo act inactive, HIF activator -0.2, TRPC6 inhibitor inactive, MrgX1 ag inactive, TRPC4 inh inactive, SKKanGAS inh -6, RGS4 block inactive, MrgX1 antag inactive, Platelet DG rel -5 and TRPC6 activator inactive.
Screening Cc1cc2ncn(C(=O)c3ccc(F)cc3)c2cc1C returned RGS4 pot inactive, MrgX1 allo act inactive, HIF activator 0.9, TRPC6 inhibitor inactive, MrgX1 ag inactive, TRPC4 inh inactive, SKKanGAS inh 3, RGS4 block inactive, MrgX1 antag inactive, Platelet DG rel 2 and TRPC6 activator inactive.
`Cn1ncc(Br)c1C(=O)NC1CCCCC1` gave RGS4 pot inactive, MrgX1 allo act inactive, HIF activator 2.4, TRPC6 inhibitor inactive, MrgX1 ag inactive, TRPC4 inh inactive, SKKanGAS inh -7, RGS4 block inactive, MrgX1 antag inactive, Platelet DG rel 1 and TRPC6 activator inactive.
`COc1ccc(Cl)cc1C(=O)NNC(=S)NC1CCCCC1` gave RGS4 pot inactive, MrgX1 allo act inactive, HIF activator -0.1, TRPC6 inhibitor inactive, MrgX1 ag inactive, TRPC4 inh inactive, SKKanGAS inh 2, RGS4 block inactive, MrgX1 antag inactive, Platelet DG rel -18 and TRPC6 activator inactive.
Screening COc1ccc(-n2c(N)c(C(=O)Nc3c(C)n(C)n(-c4ccccc4)c3=O)c3nc4ccccc4nc32)cc1 returned RGS4 pot inactive, MrgX1 allo act inactive, HIF activator -0.1, TRPC6 inhibitor inactive, MrgX1 ag inactive, TRPC4 inh inactive, SKKanGAS inh 15, RGS4 block inactive, MrgX1 antag inactive, Platelet DG rel 0 and TRPC6 activator inactive.
`Cc1cc(-c2ccccc2)nc(N2CCC(C(=O)NC(C)C)CC2)n1` gave RGS4 pot inactive, MrgX1 allo act inactive, HIF activator -0.2, TRPC6 inhibitor inactive, MrgX1 ag inactive, TRPC4 inh inactive, SKKanGAS inh -11, RGS4 block inactive, MrgX1 antag inactive, Platelet DG rel 11 and TRPC6 activator inactive.
Screening O=C(CSc1ccc(-c2ccccn2)nn1)Nc1ccc(F)c(F)c1 returned RGS4 pot inactive, MrgX1 allo act inactive, HIF activator 6.3, TRPC6 inhibitor inactive, MrgX1 ag inactive, TRPC4 inh inactive, SKKanGAS inh -6, RGS4 block inactive, MrgX1 antag inactive, Platelet DG rel -11 and TRPC6 activator inactive.

The order is random; 6.1% or so of the library scored in one or more.
